Screening data (PubChem)
BAZ2B block = qHTS Assay for Inhibitors of BAZ2B; Bromodomain adjacent to zinc finger domain protein 2B (Homo sapiens), Q9UIF8; AlphaScreen BAZ2B-H3K14Ac peptide displacement; Potency, µM (top dose mostly 114 µM), for the others: top-dose activity change, negative = inhibition, most hits filed as inhibitors; hit rate 4.4% among 360,000; further: on the % scale 0 is the no-effect control and ±100 the full control effect; nearly all actives have a fitted effect of over 60% in size
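BAZ2B (50 nM) with biotin-H3(5-23)K14Ac peptide (50 nM) in PBS pH 7.4, 0.01% Tween-20, preformed 30 min, then compound 30 min at room temperature; top concentration 110uM. AlphaScreen streptavidin donor/nickel chelate acceptor beads (10 ug/mL final), 20 min dark, signal read.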
G9a block = qHTS Assay for Inhibitors of Histone Lysine Methyltransferase G9a; Histone-lysine N-methyltransferase EHMT2 (Homo sapiens), Q96KQ7; hit rate 8.8% among 350,000; G9a H3K9 monomethylation, AlphaScreen, 2 h; Potency, µM (doses to about 102 µM), without a hit: at the highest dose activity, negative = inhibition, hits mostly inhibitors; further: on the % scale 0 is the no-effect control and ±100 the full control effect; nearly all actives have a fitted effect of over 75% in size
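Signal arises when biotinylated H3K9 peptide, once monomethylated, bridges streptavidin donor and antibody-captured acceptor beads. Enzyme at 20 nM was preincubated 15 min with test compounds; peptide 500 nM and SAM 20 uM then reacted for 2 h.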
BLM helicase inh = qHTS Assay for Inhibitors of Bloom's syndrome helicase (BLM) | recombinant BLM DNA unwinding, fluorescence dequenching | RecQ-like DNA helicase BLM (Homo sapiens), P54132 | hit rate 0.2% among 350,000 | Potency, µM (series often up to 56.1 µM), for inactives: at the highest dose activity change, negative = inhibition, actives largely listed as inhibitors | AID 2528, 2010;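 further: plate controls were vehicle for no effect and no enzyme for full effect; nearly all actives have a fitted effect of over 35% in size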
JMJD2A Tudor inh = qHTS Assay for Inhibitors of JMJD2A-Tudor Domain. Lysine-specific demethylase 4A (Homo sapiens), O75164. AlphaScreen JMJD2A-Tudor / H3K4me3 peptide binding. Potency, µM (doses to about 114 µM), for the others: top-dose activity change, negative = inhibition, most hits filed as inhibitors. hit rate 4.4% among 390,000. AID 504339, 2011; further: on the % scale 0 is the no-effect control and ±100 the full control effect; nearly all actives have a fitted effect of over 50% in size
POLK inh = qHTS for Inhibitors of Polymerase Kappa. DNA polymerase kappa (Homo sapiens), Q9UBT6. purified Pol kappa, fluorescent DNA synthesis assay, 10 min. Potency, µM (highest dose often 107 µM), inactives show at the highest dose activity, negative = inhibition, actives largely listed as inhibitors. hit rate 0.53% among 400,000. AID 588579, 2011; further: on the % scale 0 is the no-effect control and ±100 the full control effect
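Activity was followed as the change in fluorescence between reads at 0 and 10 min after starting the reaction with 50 nM substrate. Beforehand, 10 nM polymerase had been preincubated with compound for 15 min at room temperature.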
APE1 inh = qHTS Assay for Inhibitors of the Human Apurinic/apyrimidinic Endonuclease 1 (APE1); AID 2517, 2012; Potency, µM (highest dose often 65.8 µM), inactives show top-dose activity change, negative = inhibition, usual class: inhibitors; hit rate 0.35% among 350,000; recombinant APE1, TAMRA/BHQ-2 abasic DNA cleavage fluorescence; DNA repair nuclease/redox regulator APEX1 (Homo sapiens), P27695;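 further: plate controls were vehicle for no effect and reference inhibitor for full effect; nearly all actives have a fitted effect of over 55% in size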
Target sequence (P27695 whole entry, looked up): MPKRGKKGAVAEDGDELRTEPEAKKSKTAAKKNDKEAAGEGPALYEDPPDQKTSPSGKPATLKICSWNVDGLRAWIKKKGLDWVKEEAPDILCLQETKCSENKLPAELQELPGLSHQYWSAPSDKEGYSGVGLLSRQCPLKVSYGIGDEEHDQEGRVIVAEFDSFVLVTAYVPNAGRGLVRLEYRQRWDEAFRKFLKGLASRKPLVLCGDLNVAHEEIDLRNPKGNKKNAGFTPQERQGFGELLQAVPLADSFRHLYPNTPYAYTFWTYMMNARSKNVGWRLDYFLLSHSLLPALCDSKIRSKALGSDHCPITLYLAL
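Compound pre-exposure to 0.75 nM APE1, 15 min at ambient temperature. Reaction initiated with 50 nM TAMRA/BHQ-2 THF substrate, read immediately in kinetic mode, 525 nm excitation, 598 nm emission.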
POLI inh = qHTS for Inhibitors of Polymerase Iota. DNA polymerase iota (Homo sapiens), Q9UNA4. Pol iota fluorescent replication assay, 10 min. Potency, µM (titrated, usually from 115 µM), for inactives: at the highest dose activity, negative = inhibition, usual class: inhibitors. hit rate 1% among 390,000
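Fluorescent replication assay read twice, at 0 min and 10 min after adding 50 nM (final) substrate. Enzyme (10 nM) and compounds were first incubated 15 min at room temperature; enzyme-free buffer wells were negative controls.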
Pol eta inh = qHTS for Inhibitors of Polymerase Eta; DNA polymerase eta (Homo sapiens), Q9Y253; recombinant Pol eta, fluorescent DNA replication assay; Potency, µM (series often up to 114 µM), without a hit: at the top dose activity change, negative = inhibition, usual class: inhibitors; hit rate 1.2% among 390,000; AID 588591, 2011; further: on the % scale 0 is the no-effect control and ±100 the full control effect
Target sequence (Q9Y253 whole entry, looked up): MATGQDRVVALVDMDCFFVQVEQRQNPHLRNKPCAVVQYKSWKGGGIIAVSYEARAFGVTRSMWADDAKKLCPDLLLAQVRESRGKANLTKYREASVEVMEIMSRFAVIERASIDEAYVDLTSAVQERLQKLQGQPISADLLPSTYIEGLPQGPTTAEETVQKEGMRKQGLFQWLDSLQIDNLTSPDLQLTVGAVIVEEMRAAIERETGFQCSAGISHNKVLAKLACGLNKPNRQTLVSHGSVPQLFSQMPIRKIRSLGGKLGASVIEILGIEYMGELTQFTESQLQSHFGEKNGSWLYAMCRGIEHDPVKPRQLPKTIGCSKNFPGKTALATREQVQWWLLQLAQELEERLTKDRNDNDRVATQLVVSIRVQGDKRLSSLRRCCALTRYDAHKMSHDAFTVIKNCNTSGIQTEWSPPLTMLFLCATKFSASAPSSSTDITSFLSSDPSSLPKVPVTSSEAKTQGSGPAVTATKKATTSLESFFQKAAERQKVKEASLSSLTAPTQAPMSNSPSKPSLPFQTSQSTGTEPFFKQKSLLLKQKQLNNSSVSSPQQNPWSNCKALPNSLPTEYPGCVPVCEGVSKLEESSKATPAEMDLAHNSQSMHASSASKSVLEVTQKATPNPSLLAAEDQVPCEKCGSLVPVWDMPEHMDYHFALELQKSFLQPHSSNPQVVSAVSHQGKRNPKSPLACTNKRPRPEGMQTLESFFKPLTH
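Pol eta (10 nM) was preincubated with compounds for 15 min at room temperature, after which fluorescent replication substrate (50 nM final) was added to start the reaction. Fluorescence was read kinetically at 0 and 10 min.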
Pol beta inh = qHTS Assay for Inhibitors of DNA Polymerase Beta. Potency, µM (top dose mostly 114 µM), for inactives: at the top dose activity change, negative = inhibition, usual class: inhibitors. hit rate 1.3% among 340,000. P06746. Pol beta primer extension/strand displacement, fluorescence kinetic; further: on the % scale 0 is the no-effect control and ±100 the full control effect
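Pol beta (10 nM) and compounds were preincubated 15 min at room temperature, then 50 nM substrate (final) started primer extension/strand displacement. Reads were taken at 0 and 10 min; concentration-response data were fitted to a four-parameter Hill equation.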
Active calls of the source: *; ? = inconclusive; · = not tested or not shown; & = joins results of further samples; [ ] = remark or other dose. The call rests on the fitted dose curve; in most records, active means well fitted curve in the direction sought with a large enough effect; inconclusive means small, poorly fitted or top-dose-only effect, or another doubt; inactive means no such curve, though single readings can be large; an effect the other way counts as inactive or inconclusive. Potency means the concentration at half of the fitted maximal effect. An excerpt; rates above refer to the full screens.

Abbreviations: A = BAZ2B block; B = G9a block; C = BLM helicase inh; D = JMJD2A Tudor inh; E = POLK inh; F = APE1 inh; G = POLI inh; H = Pol eta inh; I = Pol beta inh
Structure: COc1ccc(S(=O)(=O)c2cn(C)c3cc(N4CCCC4)c(F)cc3c2=O)cc1
  A: -2%; B: 0%[59 µM]; C: -3%; D: -6%; E: 0%; F: ·; G: ?; H: -14%; I: 2%
Structure: O=C(CC1SC(N2CCCC2)=NC1=O)Nc1ccc(C(=O)NCCOc2ccccc2F)cc1 (configuration not stated)
  A: 8%; B: -27%; C: ·; D: -4%; E: -8%; F: -8%; G: -3%; H: 2%; I: ·
Structure: CC(C)c1c(C(=O)N/N=C/c2ccc(C(F)(F)F)cc2)nnn1-c1nonc1N
  A: -8%; B: 35%; C: -4%; D: -30%; E: -7%; F: -12%; G: ?; H: -17%; I: 5%
Structure: CCCc1cnc(N2CCN(C(=S)NC)CC2)nc1
  A: 2%; B: -5%; C: -4%; D: -17%; E: -4%; F: 3%; G: 63%[activator]; H: -13%; I: 4%
Structure: Cc1ccc(-c2csc(=Nc3cccnc3)n2CCCN2CCCC2=O)cc1C
  A: ?; B: -21%[59 µM]; C: 1%; D: ?; E: 4%; F: -4%; G: 13%; H: -13%; I: 24%
Structure: COc1ccc(-c2cc(C(F)(F)F)n3nc(N)nc3n2)cc1
  A: 8%; B: ?; C: -1%; D: -5%; E: -1%; F: -3%; G: -22%; H: -11%; I: 0%
Structure: O=C(COc1ccccc1)NCCc1csc(-c2ccc(F)cc2)n1
  A: 9%; B: 7%[59 µM]; C: -2%; D: -9%; E: -14%[60.1 µM]; F: ·; G: -1%; H: -10%; I: -3%
Structure: C[C@H](CO)N1C[C@H](C)[C@@H](CN(C)C(=O)Nc2ccc3c(c2)OCO3)Oc2ccc(NS(=O)(=O)c3cn(C)cn3)cc2C1=O
  A: ·; B: ·; C: ·; D: -12%; E: -4%; F: -5%; G: -6%; H: -16%; I: ·
Structure: COc1ccccc1C(=O)NCC(=O)NCC1(N2CCCCC2)CCCCC1
  A: 4%; B: -7%; C: ·; D: -4%; E: -5%; F: -4%; G: 10%; H: 4%; I: ·
Structure: Cc1ccc(NC(=S)Nc2cc(C)on2)cc1
  A: 3%; B: ·; C: -1%; D: -3%; E: 1%; F: 1%; G: 77%[activator]; H: -21%; I: -24%
Structure: CSc1nc2ccc(S(=O)(=O)N3CCCCC3)cc2s1
  A: -4%; B: -4%[59 µM]; C: -7%; D: -9%; E: 3%; F: 1%; G: ?; H: -4%; I: -1%
Structure: O=C(O)c1nccnc1C(=O)Nc1ccc(Cl)cn1
  A: ?; B: 45µM*; C: -2%; D: ?; E: -13%; F: 50%[activator]; G: -22%; H: 0%; I: 20%
Structure: O=C(COC(=O)/C=C/c1ccc(Br)o1)NC1CCCCC1
  A: ?; B: 2%[12.7 µM]; C: ·; D: 79µM*; E: 79µM*; F: -25%; G: 22µM*; H: ?; I: ·
Structure: O=C(COC(=O)CSc1ccc(Br)cc1)NCc1ccco1
  A: -9%; B: 9%[0.501 µM]; C: ·; D: -13%; E: -10%; F: 12%; G: 49%[activator]; H: -19%; I: ·
Structure: CCC(CC)C(=O)N(c1ccc(F)cc1)C1C=CS(=O)(=O)C1 (configuration not stated)
  A: -2%; B: 14%[59 µM]; C: 1%; D: -7%; E: -6%; F: 0%; G: 31%[activator]; H: -11%; I: -1%
Structure: CC1CCCCN1C(=O)c1cc(Cl)ccc1[N+](=O)[O-] (configuration not stated)
  A: 4%; B: -3%; C: 2%; D: -5%[57.1 µM]; E: -9%; F: -2%; G: 5%; H: -7%; I: 41%
Structure: O=C(CO/N=C/c1ccc(OC(F)F)cc1)NC1CCCCCC1
  A: ·; B: 28%; C: -2%; D: 3%; E: -10%; F: -3%; G: 106%[activator]; H: -11%; I: 0%
Structure: Cn1c(NNC(=O)/C=C/c2ccc3c(c2)OCO3)cc(=O)n(C)c1=O
  A: 0%; B: ·; C: -26%; D: -6%[11.4 µM]; E: -18%; F: 2%; G: 30%[activator]; H: 8%; I: 0%
Structure: CCc1cccc2c(C#N)cn(CC(=O)NCc3ccco3)c12
  A: 15%; B: ?; C: 3%; D: -1%; E: 6%; F: -7%; G: -6%; H: -5%; I: 1%
Structure: COc1cc(C2C(C#N)=C(N)OC3=C2C(=O)CCC3)cc2c1OCO2 (configuration not stated)
  A: -12%; B: 17%; C: -3%; D: -1%; E: -8%; F: 67%[activator]; G: 71%[activator]; H: 2%; I: 0%
Structure: CCOC(=O)/C=C/[C@H]1CCc2cccc(C)c2O1
  A: 97%[activator]; B: -2%[0.501 µM]; C: ·; D: 41%[activator]; E: -4%; F: 23%; G: 36%[activator]; H: -17%; I: ·
Structure: COc1ccc2ccccc2c1CNCCCN1CCOCC1
  A: -19%; B: -14%; C: 4%; D: -7%; E: -2%; F: -1%; G: 97%[activator]; H: -15%; I: 1%
Structure: C=CCc1cccc2cc(C(=O)NCCc3c(C)[nH]c4c(C)cccc34)c(=O)oc12
  A: -19%; B: -36%[59 µM]; C: -3%; D: -9%; E: -11%; F: ·; G: 11%; H: -16%; I: -8%
Structure: O=C(O)CCn1ccc2cc(S(=O)(=O)N3CCCCCC3)ccc21
  A: 0%&2%; B: 8%[59 µM]; C: 0%&0%; D: -8%&7%; E: -7%&-14%; F: -5%; G: -26%&-12%; H: -3%&-11%; I: 1%&26%
Structure: Cn1c(=O)c2cc(S(=O)(=O)Nc3ccc4c(c3)OCO4)ccc2n(C)c1=O
  A: -6%; B: 5%[12.7 µM]; C: 1%; D: -7%; E: -3%; F: 3%; G: 2%; H: -6%; I: -13%
Structure: COc1ccc(Cl)cc1S(=O)(=O)n1ccnc1C(C)C
  A: 1%; B: 50µM*; C: 0%; D: -26%; E: -1%; F: -1%; G: 2%; H: -3%; I: 13%
Structure: Cc1ccccc1C(=NCCCN(C)C)c1ccccc1C
  A: 4%; B: 5%[59 µM]; C: 3%; D: 3%[57.1 µM]; E: -5%; F: -10%; G: -11%; H: -21%; I: 1%
Structure: Cc1ccc(N(C(=O)CNC(=O)c2ccco2)C(C(=O)NC2CCCC2)c2cccnc2)cc1F (configuration not stated)
  A: 1%; B: -1%; C: -1%; D: -5%; E: -9%; F: 33%; G: 89%[activator]; H: -22%; I: 0%
Structure: Cc1nc(Nc2ccc(Cl)cc2)c2oc3ccccc3c2n1
  A: -28%; B: 2%[0.501 µM]; C: 3%; D: ?; E: -4%; F: -13%; G: -9%; H: -18%; I: 18%
Structure: CC(=O)N1c2ccc(S(=O)(=O)NCC3CCC(C(=O)Nc4cccc(F)c4)CC3)cc2CC1C (configuration not stated)
  A: -14%; B: -4%[59 µM]; C: -7%; D: -15%; E: -7%; F: ·; G: -20%; H: -4%; I: 30%

Arranged by the number under JMJD2A Tudor inh (descending): 3 from the list above.
Abbreviations: A = BAZ2B block; B = G9a block; C = BLM helicase inh; D = JMJD2A Tudor inh; E = POLK inh; F = APE1 inh; G = POLI inh; H = Pol eta inh; I = Pol beta inh
Structure: O=C(CO/N=C/c1ccc(OC(F)F)cc1)NC1CCCCCC1
  A: ·; B: 28%; C: -2%; D: 3%; E: -10%; F: -3%; G: 106%[activator]; H: -11%; I: 0%
Structure: Cc1ccc(N(C(=O)CNC(=O)c2ccco2)C(C(=O)NC2CCCC2)c2cccnc2)cc1F (configuration not stated)
  A: 1%; B: -1%; C: -1%; D: -5%; E: -9%; F: 33%; G: 89%[activator]; H: -22%; I: 0%
Structure: COc1ccc(Cl)cc1S(=O)(=O)n1ccnc1C(C)C
  A: 1%; B: 50µM*; C: 0%; D: -26%; E: -1%; F: -1%; G: 2%; H: -3%; I: 13%

Remaining list, next part:
Abbreviations: A = BAZ2B block; B = G9a block; C = BLM helicase inh; D = JMJD2A Tudor inh; E = POLK inh; F = APE1 inh; G = POLI inh; H = Pol eta inh; I = Pol beta inh
Structure: O=C(c1ccc(Br)s1)N1CCN(Cc2ccc3c(c2)OCO3)CC1
  A: -8%; B: 9%[12.7 µM]; C: -4%; D: -25%; E: -2%; F: 2%; G: 8%; H: -13%; I: 6%
Structure: Nc1nnc(Cc2cccc(Br)c2)s1
  A: -20%; B: -1%; C: 2%; D: -3%; E: -1%; F: 3%; G: 1%; H: -2%; I: 11%
Structure: CCOc1ccc(CCNC(=O)c2ccc3c(=O)n4c(nc3c2)CCCCC4)cc1
  A: -6%; B: -3%; C: -2%; D: -10%; E: 7%; F: -11%; G: 36%[activator]; H: -8%; I: -14%
Structure: CN1CCN(c2ccc(NC(=O)c3ccc(-c4ccc(Cl)cc4)o3)cc2)CC1
  A: 8.9µM*; B: ·; C: 1%; D: ?; E: -9%; F: -5%; G: 25%; H: -13%; I: 9%
Structure: NS(=O)(=O)c1ccc(N/N=C/c2ccc3c(c2)OCO3)c([N+](=O)[O-])c1
  A: -25%; B: 14%[12.7 µM]; C: -11%; D: 5%; E: -1%; F: 1%; G: 74%[activator]; H: -5%; I: -25%
Structure: c1ccc(COc2ccc(OCCCN3CCCCC3)cc2)cc1
  A: ?; B: 13µM*; C: -8%; D: 40µM*; E: -10%; F: 2%; G: 6%; H: -7%; I: 9%
Structure: CCN(CC(=O)NC(C)C)Cc1nc2sc3c(c2c(=O)[nH]1)CCC3
  A: 20%; B: 48%[59 µM]; C: 0%; D: -16%; E: -16%; F: -6%; G: -8%; H: -6%; I: 2%
Structure: CCOC(=O)N1CCN(S(=O)(=O)c2c(C)nn(C)c2C)CC1
  A: -2%; B: 3%; C: -1%; D: -3%; E: 2%; F: -8%; G: 7%; H: -8%; I: 18%
Structure: Cc1ccc(C(=O)Nc2ccc(CN3CCS(=O)(=O)CC3)cc2)cc1C
  A: -16%; B: -9%; C: -1%; D: 0%; E: 2%; F: -1%; G: 141%[activator]; H: -6%; I: -3%
